# Screening results: PubChem, The Scripps Research Institute Molecular Screening Center
# Pf gamet viab: late stage P. falciparum gametocyte viability inhibitors, primary screen, ATP luminescence, HTS; inhibition, % at 10.9 µM; P. falciparum stage V gametocytes, 24 h; 0.065% of 150,000 active;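 active means inhibition above the mean plus 3 SD of compounds within the control limits, set per campaign, cut at about 38% in these data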;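 further: 0% = DMSO wells and 100% = medium only without gametocytes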
# * = called active by the depositor.
SMILES,Pf gamet viab
CSc1ccc(Cl)c(C(=O)N2CCOc3ccccc32)c1,-26.8
COc1ccc(OC)c(NC(=O)C2CC2c2ccccc2)c1 (centres undefined),5.9
COc1cc(NC(=O)c2ccc(-c3csc(C)n3)cc2)c(OC)cc1Cl,-9.7
O=C(c1ccco1)N1CCN(C2c3ccccc3-c3ccccc32)CC1,-1.1
O=S(=O)(NC1CCN(S(=O)(=O)c2c(F)cccc2F)CC1)c1ccc2c(c1)OCCO2,12.8
CC1=C(C(=O)OC2CCCCC2)C(c2ccc(O)cc2)NC(=O)N1 (centres undefined),-3.8
CCN1C(=O)Nc2cccc3cccc1c23,9.7
COc1ccc(-c2sc3ccc(OC)cc3c2C#Cc2ccccn2)cc1,11.6
COc1cc(OC)nc(Oc2ccccc2C=O)n1,14.1
CCC(NC(=O)c1cncc(Br)c1)c1ccccc1 (centres undefined),-33.1
COc1ccc(C(=O)c2c(-c3cccc(C)c3)oc3ccc(N4CCOCC4)cc23)cn1,-1.0
c1ccc(-c2ccc(OCCN3CCOCC3)cc2)cc1,5.7
COc1ccc(N(CC(=O)Nc2cccc3ccccc23)S(C)(=O)=O)c(OC)c1,7.8
C#CCOCCOCCOCCNc1nc(N2CCN(C(=O)CCCCCCCCCCNC(=O)Cn3cc(C[C@@H](C)O)nn3)CC2)nc(N2CCN(C(=O)CCCCCCCCCCNC(=O)[C@H](CO)n3cc(CCCSC)nn3)CC2)n1,3.2
CCCNC(=O)C(Cc1ccc(I)cc1)NC(=O)c1ccc(C#N)cc1 (centres undefined),10.7

# 7 neighbouring compounds already listed:
SMILES,Pf gamet viab
O=C(c1ccco1)N1CCN(C2c3ccccc3-c3ccccc32)CC1,-1.1
O=S(=O)(NC1CCN(S(=O)(=O)c2c(F)cccc2F)CC1)c1ccc2c(c1)OCCO2,12.8
CC1=C(C(=O)OC2CCCCC2)C(c2ccc(O)cc2)NC(=O)N1 (centres undefined),-3.8
CCN1C(=O)Nc2cccc3cccc1c23,9.7
COc1ccc(-c2sc3ccc(OC)cc3c2C#Cc2ccccn2)cc1,11.6
COc1cc(OC)nc(Oc2ccccc2C=O)n1,14.1
CCC(NC(=O)c1cncc(Br)c1)c1ccccc1 (centres undefined),-33.1

# Remaining list, next part:
SMILES,Pf gamet viab
COc1ccc(NCc2cccnc2)cc1,12.4
CC(CCc1ccc(O)cc1)NC(c1ccccc1)c1ccc(Cl)cc1 (centres undefined),-23.7
COc1ccc2c(c1)O/C(=C\c1ccccc1O)C2=O,5.1
COC(C/C=C\[C@H](O)COCc1ccccc1)OC,-17.9
COc1ccc(CCNC(=O)CNS(=O)(=O)c2ccc(F)c(Cl)c2)cc1OC,-13.4
Cc1ccc2c(c1)[C@H]1[C@H](CO2)[C@H](c2ccccc2)[C@]2(C)C(=O)Nc3ccc(Cl)cc3C(=O)N12,6.2
COc1ccccc1CNCc1ccc(OC)c2ccccc12,3.0
Fc1ccccc1COc1cccc2cccnc12,-0.9
CNS(=O)(=O)c1cc(S(=O)(=O)NC)c2cccc3c2c1NC3=O,-0.9
COc1cccc(Nc2nc(-c3sc(C)nc3C)cs2)c1,-21.1
O=C1C(Cc2ccccc2)Nc2ncnc(N3CCN(c4ccccc4)CC3)c2N1Cc1ccccc1 (centres undefined),27.5
CC(C)(C)OC(=O)CNC(=O)c1nc[nH]c1C(=O)N1CCN(C(=O)OC(C)(C)C)CC1,2.8
O=Cc1cccnc1SCc1ccccc1,-32.3
O=C(NCCCCNC(=O)c1ccccc1Cl)c1ccccc1Cl,3.2
Cc1cc(OCC(O)CNC(C)c2ccccc2)ccc1C(C)C (centres undefined),-2.8

# In the list so far, 3 have fluorine.
SMILES,Pf gamet viab
O=S(=O)(NC1CCN(S(=O)(=O)c2c(F)cccc2F)CC1)c1ccc2c(c1)OCCO2,12.8
COc1ccc(CCNC(=O)CNS(=O)(=O)c2ccc(F)c(Cl)c2)cc1OC,-13.4
Fc1ccccc1COc1cccc2cccnc12,-0.9

# The results go on.
SMILES,Pf gamet viab
Cc1ccc(C(=O)CC(=O)c2ccccc2)cc1,-4.1
CC1(c2nnc(Cc3ccccc3)o2)CC(c2cccc(F)c2)=NO1 (centres undefined),13.5
C=CCc1ccc(OCCn2cncn2)c(OC)c1,-1.9
Cc1ccc(/C=N/NC(=O)Cc2ccc(Cl)cc2)c(O)c1,-18.4
C=CC[C@@H](CC(=O)N(CCO)Cc1ccccc1)C(=O)N[C@H](COC(=O)[C@@H](CC=C)Cc1ccc(F)cc1)C(C)(C)C,11.3
Cc1cc2nsnc2c(S(=O)(=O)NCC(=O)O)c1C,-8.8
CNC[C@H]1Oc2c(NC(=O)C3CC3)cccc2C(=O)N([C@H](C)CO)C[C@@H]1C,-24.4
CC(C)(C)OC(=O)CNC(=O)c1[nH]cnc1C(=O)N[C@@H](Cc1ccccc1)C(=O)OCc1ccccc1,12.7
O=C(C[C@@H]1C/C=C/CCCC(=O)O[C@H](c2ccccc2)CNC1=O)NCCO,-8.9
O=C(C[C@H]1C/C=C\C[C@@H](Cc2ccc(F)cc2)C(=O)OC[C@@H]2CCCN2C1=O)NCCO,9.3
C=C(C)Cn1c(=O)c2c(nc3n2CCN3c2cccc(Cl)c2C)n(C)c1=O,-4.4
CCC(CO)N=CC1=C(O)CC(c2ccccc2)CC1=O (centres undefined),31.3
Cc1ccccc1C(=O)NCC(C)NC(=O)c1ccccc1C (centres undefined),4.0
COc1ccc(-c2csc3ncnc(NCCCO)c23)cc1,12.0
COC(=O)c1ccc(-c2c(-c3ccccc3)ncc3cc(F)ccc23)cc1,-8.7
O=C(NN1CCOCC1)c1cccc(F)c1,4.2
O=C(O)CNS(=O)(=O)c1ccc2c(c1)C(=O)c1cc(S(=O)(=O)NCC(=O)O)ccc1-2,-13.8
CC(C)Cc1ccc(C2=CSC3=NCCN23)cc1,-1.6
CC(C)(C)OC(=O)C[C@@H]1C/C=C\C[C@H](CC(=O)N[C@H](CO)Cc2ccccc2)C(=O)N[C@@H](Cc2c[nH]c3ccccc23)COC1=O,-17.5
CCC(C)Sc1ccc([C@H]2N[C@@](CC(C)C)(C(=O)OC)[C@H]3C(=O)N(C)C(=O)[C@@H]23)cc1 (some centres undefined),0.5
CCCn1c(C2CCCN2c2nc(-c3ccc(C)cc3)cs2)nc2cc(Cl)c(N3CCCCC3)cc21 (centres undefined),10.4
O=C1CCN(Cc2ccccc2)S(=O)(=O)c2ccc(C(F)(F)F)cc21,11.1
Cc1ccc(OCCCCN2CCCCC2)cc1,5.5
NC(=O)CC(NC(=O)c1ccccc1)c1ccc(N2CCN(c3ccccc3)CC2)c([N+](=O)[O-])c1 (centres undefined),27.7
C=CCN(CC(=O)c1sc(C(=O)OCC)nc1C)c1cccc(Br)c1,-1.0
C[C@@H]1NS(=O)(=O)[C@H]2C[C@@H]3C=C[C@]2(O3)[C@H]1OC(=O)c1ccccc1Br,-31.0
O=c1c(CN2CCN(Cc3ccccc3F)C(CCO)C2)coc2ccccc12 (centres undefined),-14.6
Cc1c(C(=O)Nc2ccc(S(=O)(=O)N3CCOCC3)cc2)cccc1[N+](=O)[O-],19.6
CCc1cc(=O)n2[nH]c(C)c(-c3ccc(OC)cc3)c2n1,19.1
Cc1ccc(NC(=O)c2cnn(-c3ccccc3)c2C)cc1C,-19.2
O=C(NNC(=O)c1cc2ccccc2[nH]1)OCc1ccccc1,-10.3
CC1=NN(c2ccccc2C(=O)O)C(=O)C1N=Nc1ccccc1 (centres undefined),-13.0
Cc1cccc(C(=O)Nc2nsc(N)n2)c1,-5.5
O=C1C=C(c2ccc(Cl)c(C(F)(F)F)c2)C[C@@H](c2ccc(F)cc2)C1,-10.7
Nc1nc(-c2ccc(Oc3ccccc3)cc2)cs1,18.6
CN(C)CCn1c(COc2ccccc2)nc2ccccc21,29.1
O=c1[nH]c(-c2ccccc2)nc(-c2ccccc2)c1Cl,22.4
C#CCOCCOCCOCCNc1nc(N2CCN(C(=O)CCCCCCCCCCNC(=O)[C@@H](CCSC)n3cc(CCO)nn3)CC2)nc(N2CCN(C(=O)CCCCCCCCCCNC(=O)[C@H](CCSC)n3cc(CCO)nn3)CC2)n1,9.1
Nc1nc(Cl)nc2ncn(Cc3ccccc3)c12,-28.9
O=C(O)c1ccc2c(c1)S(=O)(=O)c1cc(Cl)ccc1C2=O,-5.2
CCCCNC(=O)O[C@H]1C[C@@H]2CCN3C(=O)CCC[C@H]([C@H]1CC)[C@H]23,2.9
COc1cc(NC(=O)c2cccs2)c(OC)cc1NC(=O)Nc1ccc(F)cc1,-14.4
c1ccc(-c2sc3ccccc3c2-c2ccc(OCCN3CCCCC3)cc2)cc1,7.7
CNC(=O)c1[nH]cnc1C(=O)NCC(=O)OCc1ccccc1,-15.3
CC(C)(C)NS(=O)(=O)c1ccc(NC(=O)C2CCCO2)cc1 (centres undefined),2.1
O=C1CCN(CCCc2ccccc2)CCN1[C@H](CO)Cc1ccccc1,2.7
CCCCCc1ccc(-c2cn(Cc3ccc4ccccc4c3)nn2)cc1,-22.9
COc1ccc(C)cc1Nc1n[n+](-c2ccccc2)c(-c2ccc(C(=O)O)cc2)s1,19.9
O=C1CCN(CCc2ccccc2)CCN1[C@H](CO)c1ccccc1,19.2
CC(C)(C)[C@H]1COC(=O)CCCC/C=C\C[C@H](CC(=O)NCCO)C(=O)N1,1.0
CN(CCOc1ccc(Cl)c(Cl)c1)Cc1ccccc1,4.0
Cc1ccc2c(c1)NC(=O)[C@@]1(C)[C@@H](c3ccccc3)[C@H]3COc4ccc(Cl)cc4[C@@H]3N1C2=O,-58.3
CCOCCCn1c(SCC(=O)Nc2cccc(OC)c2)nc2ccccc2c1=O,5.1
COc1cc(CN2CCN(C(=O)CC(C)C)CC2)c([N+](=O)[O-])cc1OC,-7.3
COc1ccc(CCNC(=O)c2ccccc2C(=O)NCCc2ccc(OC)cc2)cc1,18.6
C[C@H]1CN([C@@H](C)CO)C(=O)c2cccc(NC(=O)Nc3ccc(C(F)(F)F)cc3)c2O[C@@H]1CN(C)C(=O)Nc1ccc(F)cc1,7.1
O=C(CNC(=O)c1ccc(Br)cc1)c1ccccc1,-9.8
CC(C)CC1Nc2ncnc(N3CCOCC3)c2N(Cc2ccc(Cl)cc2)C1=O (centres undefined),9.1
CC(C)CCN1C(N(C)C)=NC[C@@H]1C,18.1
CS(=O)(=O)N(CC(=O)N1CCOCC1)c1cccc(Cl)c1Cl,15.3
# Continued.
SMILES,Pf gamet viab
O=C(O)c1cc(NC(=O)c2cccc(F)c2)cc(NC(=O)c2cccc(F)c2)c1,-4.5
COc1ccc(NC(=O)C(Cc2cc(C)cc(C)c2)C(C)C(=O)O)cc1 (centres undefined),-29.6
CC1(C)CC2CC(C)(CN2Cc2cccc([N+](=O)[O-])c2)C1 (centres undefined),-0.1
CCOC(=O)[C@H](O)[C@@H](O)c1cccc([C@H](O)[C@@H](O)C(=O)OCC)c1,3.7
C[C@@H]1COC(=O)[C@@H](CC(=O)OC(C)(C)C)C/C=C\C[C@@H](CC(=O)N[C@H](CO)Cc2ccccc2)C(=O)N1,-15.1
C[C@H](CO)N1C[C@H](C)[C@@H](CN(C)CC2CCCCC2)Oc2c(NC(=O)CCC(F)(F)F)cccc2C1=O,-19.1
CC(=O)n1cc([C@H]2C=C(C(=O)N3CCOCC3)O[C@@H](OCCCCO)C2)c2ccccc21,-3.6
CCOC(=O)c1ccc(NC(=O)N2C3CCCC2CC(NC(C)=O)C3)cc1 (centres undefined),14.2
Cc1ncc(S(=O)(=O)c2ccc(Cl)cc2)c(N)n1,4.4
Cc1ccc(NS(=O)(=O)c2ccc3c(c2)oc(=O)n3C)c(C)c1,-8.0
COc1cc2c(cc1OC)CN(C1CCC(C)CC1)CC2 (centres undefined),-10.0
Oc1cc(Nc2ccccc2)cc2cccnc12,-22.1
COc1ccc(C(=O)Nc2ccccc2C(=O)Nc2ccccn2)cc1,-7.2
CCC(C)[C@H]1CNCCN1CC1(c2ccccc2)CC1 (some centres undefined),13.2
O=[N+]([O-])c1ccc2nc(C3CCCCC3)[nH]c2c1,17.5
COC(=O)c1ccc(NC(=O)c2cccc(NC(=O)c3ccco3)c2)cc1,5.1
COCCn1c(-c2cc(OC)c(OC)c(OC)c2)nc2oc3ccccc3c(=O)c2c1=O,-23.6
CC1(C)CC(=O)C=C(Nc2ccccc2C#N)C1,4.8
CCC(=O)NC(C)C(c1cccs1)N1CCOCC1 (centres undefined),33.9
Cc1cc(Nc2ccc(Br)cc2)nc(-c2ccccc2O)n1,14.8
CC(=O)OC1COC(n2c(O)c(N=NC(N)=S)c3ccccc32)C(OC(C)=O)C1OC(C)=O (centres undefined),-0.2
O=C(CNC(=O)c1nc[nH]c1C(=O)N1CCc2ccccc2C1)OCc1ccccc1,4.4
CCOc1ccc(N2C(=O)CC(Sc3nc(O)c(CC)c(=O)[nH]3)C2=O)cc1 (centres undefined),-10.5
O=[N+]([O-])c1ccc(O)c(CN2CCCCCC2)c1,10.4
O=C(O)c1ccc(NC(=O)c2ccccc2NC(=O)c2cccc(F)c2)cc1,4.9
CN1C(=O)c2ccccc2N(C)C1c1cccc(O)c1 (centres undefined),-10.6
N#C/C(C(N)=O)=C1/CCCN1Cc1ccccc1,0.0
C=CCOC(=O)C1=C(C)NC(=O)NC1c1cc2c(cc1Br)OCO2 (centres undefined),-21.3
Cc1ccc(C(=O)NC2CCN(S(=O)(=O)c3ccc(F)cc3)CC2)cc1,7.3
O=C1OC/C(=C(/O)c2ccc(Cl)cc2)C1=O,9.4
CCOC(=O)Cn1nc(/C=C/c2ccc(OC)cc2)ccc1=O,0.2

# Seven records picked at random from the list so far, as already listed:
SMILES,Pf gamet viab
CCOc1ccc(N2C(=O)CC(Sc3nc(O)c(CC)c(=O)[nH]3)C2=O)cc1 (centres undefined),-10.5
C=CCOC(=O)C1=C(C)NC(=O)NC1c1cc2c(cc1Br)OCO2 (centres undefined),-21.3
COC(=O)c1ccc(NC(=O)c2cccc(NC(=O)c3ccco3)c2)cc1,5.1
O=C(CNC(=O)c1nc[nH]c1C(=O)N1CCc2ccccc2C1)OCc1ccccc1,4.4
O=[N+]([O-])c1ccc(O)c(CN2CCCCCC2)c1,10.4
O=C1OC/C(=C(/O)c2ccc(Cl)cc2)C1=O,9.4
CC(=O)OC1COC(n2c(O)c(N=NC(N)=S)c3ccccc32)C(OC(C)=O)C1OC(C)=O (centres undefined),-0.2

# Not all compounds are listed (hit frequency here may not be typical).
